Screens: PubChem BioAssay, several laboratories
FLuc act counter – firefly luciferase counter-screen for stimulation assays. 200,000 tested, under 10 active. P08659. activation factor at 10 µM. ATPlite luciferase biochemical, luminescence, 10 min; 0 = ATP-free wells, 1 = DMSO control;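 active = luciferase activation factor, scaled between plate controls, of at least 2 with compound at 10 µM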
Target sequence (P08659 whole entry, looked up): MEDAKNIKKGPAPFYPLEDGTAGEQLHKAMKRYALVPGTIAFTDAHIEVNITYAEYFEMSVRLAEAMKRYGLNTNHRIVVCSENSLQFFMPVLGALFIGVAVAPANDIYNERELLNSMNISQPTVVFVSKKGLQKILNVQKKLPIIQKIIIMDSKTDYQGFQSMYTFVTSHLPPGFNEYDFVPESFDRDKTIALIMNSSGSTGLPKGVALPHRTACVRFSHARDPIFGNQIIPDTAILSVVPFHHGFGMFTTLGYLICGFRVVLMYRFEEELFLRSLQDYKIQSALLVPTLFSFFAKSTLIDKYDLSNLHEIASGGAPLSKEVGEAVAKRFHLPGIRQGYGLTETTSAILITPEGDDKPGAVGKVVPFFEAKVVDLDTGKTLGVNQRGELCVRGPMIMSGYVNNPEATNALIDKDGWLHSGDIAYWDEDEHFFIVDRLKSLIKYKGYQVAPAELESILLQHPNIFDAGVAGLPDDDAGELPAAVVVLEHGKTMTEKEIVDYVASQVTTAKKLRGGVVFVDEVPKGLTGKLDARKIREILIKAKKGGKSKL
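Assay system – cell-free luciferase reagent · Medium – PBS-based ATP solution · Dosing – test compounds dosed from 2 mM stocks in 100% DMSO · Timing – 10 min, room temperature · Technique – light output (luminescence) · Measure – luminescence gain marking luciferase activators · Controls – No-ATP low control, compound-free enzyme-plus-ATP high control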
Hsp70 act – Hsp70 transcriptional activation, primary screen; AID 1203; HeLa Hsp70 promoter luciferase reporter, luminescence; scaled: vehicle 0, proteasome-inhibitor control 100%; hit rate 0.04% among 200,000; activation, % at 10 µM;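 active = activation above the mean across all tested compounds plus 3 SD, cutoff set per campaign, cut at about 5.5% in these data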;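 note: 100% = MG132 at 30 µM as the positive control and 0% = DMSO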
HMGR II inh – blocks class II HMG-CoA reductase of Enterococcus faecalis | purified E. faecalis HMGR, NADPH absorbance 340 nm kinetic | inhibition, % at 10 µM | hit rate 0.41% among 190,000 | AID 1066;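 active = inhibition above a set limit, the median over all tested compounds plus 3 SD, cut at about 9.5% in these data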;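 note: enzyme runs in reverse so mevalonate oxidation gives rising NADPH absorbance; 0% = complete reaction with DMSO and 100% = background rate lacking mevalonate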
APP 5UTR inh – APP translation inhibition; SH-SY5Y APP 5'UTR-luciferase reporter, luminescence; inhibition, % at 2 µM; hit rate 0.82% among 190,000;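 active = inhibition above a set limit, derived from the sample mean plus 3 SD, cut at about 45% in these data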; note: values of inactives mirror those of a sister screen read the other way
NF-kB neuron act – raises NF-kB expression in human neuronal cells; NF-kB reporter expression; stronger effect = higher value; fold change at 12.5 µM; hit rate 1.6% among 190,000; in the data active = fold change above about 3.3
APP 5'UTR act – APP 5'UTR luciferase reporter activation. SH-SY5Y APP 5'UTR luciferase reporter, luminescence; zero percent = DMSO vehicle wells. activation, % at 2 µM. hit rate 1% among 190,000;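 active = activation above a set limit, based on mean plus 3 SD of controls, cut at about 140% in these data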; note: values of inactives mirror those of a sister screen read the other way
STAT1 act – increases IFN-gamma driven STAT1 reporter signal; NIH 3T3 STAT1-luciferase reporter, luminescence; 100% = IFN-gamma alone, no compound; activation (% of control), % at 5.5 µM; hit rate 2.6% among 200,000;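 active = activation above the screen-wide mean activation plus 3 SD, cut at about 130% in these data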;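 note: raw ratio to IFN-gamma control signal so 100% means no change and 0% no light; values of inactives mirror those of a sister screen read the other way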
G6PDH counter – counter-screen for G6PDH assay hits: L. mesenteroides G6PDH inhibition. Purified L. mesenteroides G6PDH, diaphorase/resazurin coupled fluorescence, 45 min. inhibition, % at 5 µM. hit rate 0.12% among 200,000. AID 1020; in the data active = inhibition above about 50%
Redox H2O2 prof – compounds producing H2O2 with reducing agent – biochemical, NIH compound library profiling, artefact control for MLSCN library redox annotation, primary screen; DTT-dependent redox cycling H2O2, phenol red/HRP absorbance; 100% = 100 µM peroxide control, 0% = buffer; activation, % at 10 µM; AID 878; hit rate 0.03% among 200,000;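 active = activation of at least 50% relative to the plate's high and low controls in the primary single-dose screen; inactive = activation below 50%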;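 note: compound incubated with DTT at 0.8 mM final as the reducing agent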
FLuc inh counter – inhibits firefly luciferase, flagging false hits in luciferase inhibition screens. ATPLite firefly luciferase biochemical luminescence, 10 min. inhibition, % at 10 µM. hit rate 1.5% among 200,000. AID 1006;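 active = inhibition above about 50% when tested at 10 µM, limit read from the data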
Numbers without * were called inactive; / = not tested or not shown. Rows were taken by chance; any-hit rate near 5.3%.

No.	SMILES	FLuc act counter	Hsp70 act	HMGR II inh	APP 5UTR inh	NF-kB neuron act	APP 5'UTR act	STAT1 act	G6PDH counter	Redox H2O2 prof	FLuc inh counter
1	O=c1c(-c2nnc(SCc3ccc(Cl)cc3Cl)o2)cccn1Cc1ccccc1	1.1	-0.2	1.8	9.4	1.07	-9.4	102.7	5.9	10.3	-8.4
2	COC(=O)c1ccc(/C=C(\C#N)C(=O)NC(C)c2ccccc2)cc1 (stereo unspecified)	1	0.1	1.4	-5.8	1.02	5.8	101.6	-7.2	0.0	2.7
3	COc1ccc(CNC(=O)CN(C(=O)Cn2nnc(-c3ccccc3F)n2)c2ccc(C)cc2)cc1	1	-0.4	2.0	3.1	0.95	-3.1	95.3	1.2	-0.6	-2.0
4	COCCCNC(=O)c1cccc(OC)c1OC	1	-0.2	-0.3	-10.9	1.1	10.9	99.8	20.5	2.4	2.6
5	Cc1ccc2c(c1)c1c3n2CCN(C(=O)Cn2c(-c4ccccc4)noc2=O)C3CCC1 (stereo unspecified)	1	-0.1	-1.8	3.5	0.83	-3.5	101.8	1.2	-0.1	-1.3
6	O=C(O)CSCCC(=O)Nc1ccc(F)cc1	1.1	-0.3	3.3	5.4	1.15	-5.4	103.3	3.2	-0.5	-6.0
7	NC(=O)c1ccccc1OCC(=O)NC12CC3CC(CC(C3)C1)C2	1	-0.1	-6.1	7.0	1.03	-7.0	102.3	8.4	-15.9	-1.2
8	CCCCc1ccc(-n2nnnc2SCC(=O)Nc2cc(OC)c([N+](=O)[O-])cc2C)cc1	1	0.0	-5.6	7.4	1.15	-7.4	91.0	3.1	-0.5	1.2
9	COc1cc(O)c(CCO)c2c1C(=O)C[C@@H](C)O2	1	0.4	-1.5	-23.8	1.07	23.8	95.0	-6.1	-1.6	-2.4
10	O=C(COc1ncnc2ccccc12)c1ccc2c(c1)OCCO2	0.6	0.1	-3.6	-170.7	3.79*	170.7*	142.0*	-3.3	-3.6	44.9
11	Cc1cc2c(=O)oc(-c3ccc(F)cc3)nc2s1	0.9	0.2	-1.2	-5.0	1.64	5.0	102.0	15.7	0.4	9.8
12	COc1cc(NC(=O)CCC(=O)O)nc(OC)n1	1.1	-0.1	-3.6	-14.0	1.34	14.0	86.7	9.8	-1.7	-7.8
13	CC(=O)Nc1ccc(S(=O)(=O)N2CCN(c3cc4c(cc3[N+](=O)[O-])n(C)c(=O)n4C)CC2)cc1	1.1	-0.1	3.6	-2.2	0.98	2.2	87.8	1.8	-8.3	-7.4
14	COc1ccc(Cl)cc1NC(=S)NNC(=O)C1(C)CC1(Cl)Cl (stereo unspecified)	1.1	0.1	-3.3	-10.3	1.17	10.3	96.4	-1.2	-1.3	-7.9
15	CCN(Cc1ccccc1)c1ccc(N=Nc2nn(C)c(C)c2[N+](=O)[O-])cc1	1	-0.2	0.8	-27.1	1.41	27.1	133.2*	5.2	3.8	3.0
16	CCOC(=O)C(C)Oc1cccc2c(=O)n(CC(=O)Nc3cccc(OC)c3)ccc12 (stereo unspecified)	1.1	0.0	-6.5	0.4	1.15	-0.4	91.9	-13.3	-2.5	-9.6
17	Cc1cc(/C=C(/C#N)C(=O)Nc2ccccc2)c(C)n1-c1cccnc1	0.5	0.2	-4.6	-97.5	2.01	97.5	149.7*	16.7	1.7	50.3*
18	CCOC(=O)C(/C=C(\C#N)C(=O)OCC)=C(/N)N1CCN(c2c(C)cccc2C)CC1	1	-0.2	-2.9	7.6	1.32	-7.6	102.0	9.4	0.3	-2.8
19	CCCN1CCN(C(=O)c2cn(CC(C)C)c(=O)c3cc(OC)c(OC)cc23)CC1	1.1	-0.5	-5.4	-11.7	1.01	11.7	96.8	5.4	0.2	-7.6
20	COc1cc2c(cc1OC)CN(C1CC(=O)N(c3c(C)cccc3C)C1=O)CC2 (stereo unspecified)	1.1	-0.1	-0.1	-25.0	1.33	25.0	92.3	1.4	0.0	-5.9
21	Cc1cccc(N(C(=O)c2cnc3n(c2=O)CCS3)C2CCCCC2)c1	1.1	-0.4	-6.5	-6.5	1.2	6.5	103.0	2.1	0.2	-5.3
22	Cc1cccc(NC(=O)C(C)Oc2ccccc2C)n1 (stereo unspecified)	1	0.4	-3.1	-10.6	1.22	/	91.3	0.1	0.6	-3.8
23	Cc1ccccc1NC(=S)NC(C)CCc1ccccc1 (stereo unspecified)	1	-0.4	-11.5	-10.2	1.3	10.2	100.1	6.0	-0.2	-4.1
24	CCNC(=O)c1c(NC(=O)C2COc3ccccc3O2)sc2c1CCCC2 (stereo unspecified)	1.1	-0.5	-1.7	-6.6	1.08	6.6	99.8	-0.6	0.0	-5.8
25	O=[N+]([O-])c1ccc(C(O)CN=Cc2ccc(O)cc2O)cc1 (stereo unspecified)	1.1	0.3	-0.2	-17.0	1.09	17.0	104.2	10.0	-1.9	-5.1
26	O=C(COc1ccccc1Cl)NC(=S)Nc1ccc(CN2CCOCC2)cc1	1.1	0.0	-3.1	7.6	0.8	-7.6	105.3	-7.5	-0.1	-7.2
27	COc1cc(/C=N/NC(=O)Cn2nc([N+](=O)[O-])cc2C)cc(Br)c1OCc1ccccc1	1	-0.2	-0.6	2.2	0.87	-2.2	98.8	6.6	-0.2	-3.5
28	CCC12CN3CCN(CC(C3)/C1=N\NC(=O)Nc1ccccc1)C2	1	-0.3	-3.4	-4.4	1.22	4.4	110.3	-3.2	0.2	-3.9
29	CC(C)(C)c1ccc(C(=O)NNC(=O)Cc2ccccc2)cc1	1	-0.1	-0.9	-34.8	1.59	34.8	107.3	2.1	-3.9	1.1
30	CCCCn1ccnc1C(=O)c1cc(S(=O)(=O)N2CCOCC2)ccc1C	1.1	-0.5	-7.2	-13.0	0.82	13.0	87.0	1.5	0.1	-5.4
31	Cc1ccn2cc(CCNC(=O)C3CCCCC3)nc2c1	1.1	-0.1	-4.4	-13.0	1.14	13.0	102.0	-8.7	-0.7	-6.8
32	CCCN1C(=O)c2cc(C(=O)Nc3ccc(OC)cc3OC)ccc2C1Nc1ccc(OC)cc1OC (stereo unspecified)	1	-0.1	-1.6	-9.1	0.56	9.1	97.0	2.5	-0.8	-0.7
33	O=C1CC(c2c[nH]c3ccccc23)C(=O)N1c1ccccc1 (stereo unspecified)	1.1	0.0	-3.3	1.7	1.23	-1.7	106.6	1.1	3.0	-7.2
34	CCN(CC)C(=O)C(=O)c1cccn1-c1cccc(Cl)c1C#N	1.1	0.7	-9.5	-23.6	0.99	23.6	100.5	5.4	0.1	-6.9
35	CC(=O)c1cccc(CN2CCN(Cc3ccc(C)cc3)C(CCO)C2)c1 (stereo unspecified)	1	0.0	-1.6	-3.5	1.05	3.5	106.4	13.9	-1.1	-3.9
36	CCOc1ccc(Oc2cc(NC(=O)c3ccco3)cc([N+](=O)[O-])c2)cc1	1.1	0.0	-4.2	10.1	1.09	-10.1	87.2	3.6	-3.1	-6.5
37	CC1(C)OC(=O)N2CCc3ccccc3C21C (stereo unspecified)	1.1	-0.3	0.8	-9.5	1.03	9.5	110.3	-0.1	0.5	-5.1
38	O=C(CNC1CCCCCC1)Nc1ccc(S(=O)(=O)NC2CC2)cc1	1	-0.3	0.1	-3.5	0.94	3.5	101.8	-5.8	2.0	-2.8
39	Cc1cccc(Nc2nnc(SCC(=O)NCc3cccs3)s2)c1	0.8	0.2	-1.4	-9.0	1.21	9.0	103.5	7.9	0.3	23.0
40	CC1(C)CC(=O)C/C(=N/Nc2nc3ccccc3s2)C1	1	0.0	-3.7	-56.6	0.61	56.6	102.7	-0.2	-0.4	-1.1

Compound profiles, from the list above:
Shown for `CC1(C)OC(=O)N2CCc3ccccc3C21C` (stereo unspecified) = FLuc act counter = 1.1; Hsp70 act = -0.3; HMGR II inh = 0.8; APP 5UTR inh = -9.5; NF-kB neuron act = 1.03; APP 5'UTR act = 9.5; STAT1 act = 110.3; G6PDH counter = -0.1; Redox H2O2 prof = 0.5; FLuc inh counter = -5.1
Shown for `Cc1ccn2cc(CCNC(=O)C3CCCCC3)nc2c1` = FLuc act counter = 1.1; Hsp70 act = -0.1; HMGR II inh = -4.4; APP 5UTR inh = -13.0; NF-kB neuron act = 1.14; APP 5'UTR act = 13.0; STAT1 act = 102.0; G6PDH counter = -8.7; Redox H2O2 prof = -0.7; FLuc inh counter = -6.8

Going on with the list.
No.	SMILES	FLuc act counter	Hsp70 act	HMGR II inh	APP 5UTR inh	NF-kB neuron act	APP 5'UTR act	STAT1 act	G6PDH counter	Redox H2O2 prof	FLuc inh counter
41	N#CCCN(C(=O)COC(=O)c1ccc2c(c1)NC(=O)CS2)c1ccc2c(c1)OCCO2	1.1	-0.3	-2.6	13.3	1.01	-13.3	104.1	1.8	1.5	-7.9
42	O=C(CNC(=O)c1ccco1)NCC(=O)OCc1cccc(Cl)c1	1.1	0.0	1.6	6.5	1.22	-6.5	101.1	16.8	1.8	-8.3
43	CCN1CCC(NC(=O)Nc2cc(Cl)ccc2OC)CC1	1	0.3	9.4	10.2	1.22	-10.2	94.5	8.6	-0.5	-2.7
44	Cc1nc(NC(=O)c2ccccc2)sc1-c1csc(Nc2ccc(Cl)cc2Cl)n1	1	-0.2	-5.9	-16.3	1.31	16.3	103.0	-2.2	10.9	-4.0
45	CC(=O)COc1cc(C)cc2oc(=O)c(C)c(C)c12	1.2	-0.2	-1.2	18.2	1.47	-18.2	88.5	6.8	-3.2	-20.9
46	CC(=O)c1cccc(NC(=O)CSCc2ccc(Br)cc2)c1	1.1	-0.4	0.4	-1.9	1.27	1.9	101.0	6.1	-0.1	-6.6
47	Cc1ccc(C(=O)COC(=O)C(C)N2C(=O)C3C4C=CC(C4)C3C2=O)cc1 (stereo unspecified)	0.9	-0.2	-3.6	-2.2	0.97	2.2	106.3	7.2	0.6	8.0
48	CCOC(=O)c1cc(-c2ccccc2)sc1NC(=O)CC	1	-0.2	-5.3	14.5	1.18	-14.5	98.3	-7.8	0.1	-3.2
49	Cc1nc(Nc2ccc3c(c2)OCCO3)c2nnn(Cc3ccccc3Cl)c2n1	1	-0.5	-6.4	20.7	0.35	-20.7	103.9	6.1	0.5	-0.7
